Source: PubChem (National Center for Advancing Translational Sciences (NCATS))
D2 ag = activates the human D2 dopamine receptor | P14416 | HEK293 T-REx D2 cells, calcium flux agonist mode | activation, % at 2 µM | actives 0.53% (n = 340,000) | AID 485358;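 active = activation over 3 SD above normal in the single-dose calcium agonist read, cut at about 30% in these data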; note: 0% is about no effect
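HEK293 Trex D2 cells, tetracycline-induced, o/n 30 C 5% CO2; no-wash Ca dye, RT 30–90 min; 10-cycle baseline, 23 nl cpd added, kinetic Ca read 180 s; agonist hits = positive Ca response.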
RXFP1 antagonist = blocks the human relaxin receptor RXFP1 | HEK293-RXFP1, relaxin-stimulated cAMP HTRF, 30 min; active compounds read low | actives 0.59% (n = 350,000) | Q9HBX9 | activity change, negative = inhibition, % at 57.5 µM | AID 1259400;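 active = activity change of -60% or lower, but not beyond a set lower limit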; note: % is set by controls: 0 for no effect and ±100 for the full control effect
D1 antag = antagonists of human D1 dopamine receptor; P21728; HEK293 TREx D1 cells, calcium flux, dopamine EC80; active compounds read low; activity change, negative = inhibition, % at 10 µM; actives 3.2% (n = 360,000); in the data active = activity change below about -30%; note: % is set by controls: 0 for no effect and ±100 for the full control effect
Target sequence (P21728 whole entry, looked up): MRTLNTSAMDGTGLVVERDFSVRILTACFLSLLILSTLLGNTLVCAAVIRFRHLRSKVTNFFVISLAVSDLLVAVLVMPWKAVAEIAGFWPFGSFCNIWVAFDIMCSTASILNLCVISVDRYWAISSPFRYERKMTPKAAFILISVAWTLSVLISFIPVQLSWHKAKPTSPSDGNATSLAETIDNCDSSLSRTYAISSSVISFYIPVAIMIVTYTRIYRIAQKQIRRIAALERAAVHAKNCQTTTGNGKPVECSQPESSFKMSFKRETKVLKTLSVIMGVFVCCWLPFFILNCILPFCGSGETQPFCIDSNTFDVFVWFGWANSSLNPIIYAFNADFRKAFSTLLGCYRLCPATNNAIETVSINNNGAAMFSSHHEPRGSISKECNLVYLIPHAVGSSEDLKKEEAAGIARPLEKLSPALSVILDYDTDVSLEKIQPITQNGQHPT
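Using tetracycline-induced force-coupled D1 Hek293 cells and a calcium dye, signals were followed for 180 s after compound, then for 180 s after EC80 dopamine, to detect inhibitors.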
D1 potentiator = human D1 dopamine receptor positive modulation | potentiation, % at 10 µM | P21728 | HEK293 TREx D1 cells, calcium flux, dopamine EC20 potentiation | actives 0.036% (n = 360,000); in the data active = potentiation above about 30%; note: 0% is about no effect
TRHR agonist = activates the human TRH receptor. actives 0.18% (n = 360,000). TRHR cells, calcium flux fluo-8, FDSS agonist mode. P34981. activation, % at 2 µM; note: 0% is about no effect
Target sequence (P34981 whole entry, looked up): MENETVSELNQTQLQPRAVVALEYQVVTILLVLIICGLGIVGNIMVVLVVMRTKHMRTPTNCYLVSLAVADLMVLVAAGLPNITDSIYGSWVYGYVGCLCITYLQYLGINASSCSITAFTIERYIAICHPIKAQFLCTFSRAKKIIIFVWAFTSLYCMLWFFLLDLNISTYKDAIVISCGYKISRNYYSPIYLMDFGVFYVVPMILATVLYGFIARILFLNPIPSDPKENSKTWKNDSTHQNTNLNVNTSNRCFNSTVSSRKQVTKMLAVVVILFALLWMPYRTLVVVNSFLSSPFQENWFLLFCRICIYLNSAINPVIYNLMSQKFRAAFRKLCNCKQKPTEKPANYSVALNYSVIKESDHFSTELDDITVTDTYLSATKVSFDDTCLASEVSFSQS
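TRHR-expressing cells, plated overnight in medium with 10% serum, were loaded with fluo-8 calcium dye at room temperature. After a 10 s baseline, library compound was pin-added and calcium release was recorded kinetically (ex 480/em 530) as agonist response.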
D1 ag = agonists of human D1 dopamine receptor; P21728; HEK293 T-REx D1 cells, calcium flux, agonist mode; activation, % at 2 µM; actives 1% (n = 360,000); AID 504660; note: 0% is about no effect
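Tetracycline-induced HEK293 TREx D1 cells, force-coupled to calcium signalling, were dye-loaded with a no-wash calcium kit. Compound was pin-added after a 10 s baseline. Fluorescence was read kinetically at 1 cycle/s for 180 s, with calcium rises flagged as agonism.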
D2 PAM = D2 dopamine receptor (human) potentiation | P14416 | HEK293 T-REx D2, calcium flux, EC20 dopamine potentiation | potentiation, % at 10 µM | actives 0.34% (n = 340,000) | AID 485347;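 active = potentiation over 3 SD above the plate norm, cut at about 30% in these data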; note: 0% is about no effect
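Using a no-wash calcium dye in inducible, force-coupled HEK293 Trex cells expressing D2, we tracked fluorescence each second for 180 s after compound, then for 180 s after EC20 dopamine to detect augmented signalling.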
TRHR PAM = allosteric enhancers of human TRH receptor; TRHR cells, fluo-8 calcium fluorescence, EC20 TRH enhancement; enhancement, % at 2 µM; actives 0.66% (n = 360,000); AID 493056; in the data active = enhancement above about 30%; note: 0% is about no effect
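Enhancer read-out: after compound pinning and an initial kinetic agonist-mode read, an EC20 of TRH (10 nM final) was injected and fluo-8 calcium signal (Ex 480/Em 530) followed at 1 s/cycle for 100 cycles in TRHR-expressing cells.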
D2 antagonist = antagonists of human D2 dopamine receptor. actives 2% (n = 340,000). inhibition, % at 10 µM. HEK293 TREx D2 cells, calcium flux, dopamine EC80. P14416. AID 485344; in the data active = inhibition above about 30%; note: 0% is about no effect
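Tetracycline-induced HEK293 T-REx cells expressing D2 force-coupled to calcium signalling were dye-loaded, exposed to compound for 180 s, then challenged with an EC80 of dopamine; calcium flux was followed kinetically for a further 180 s.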
* marks the source's active call; other numbers are inactive results; · = not tested or not shown; & = joins results of further samples. Cut-off read from the data, not from the text of the source, unless noted: active = activation above about 30%; inactive = the rest.

SMILES	D2 ag	RXFP1 antagonist	D1 antag	D1 potentiator	TRHR agonist	D1 ag	D2 PAM	TRHR PAM	D2 antagonist
Cc1ccc(-n2[nH]c(C)c(C=NC34CN5CN(CN(C5)C3)C4)c2=O)cc1C	0.2	-8	-5	-8	-0.4	2	-12	3	2
CCn1cc(C(=O)O)c(=O)c2cnc(N3CCN(C(=S)NC(=O)c4ccc(Cl)cc4Cl)CC3)nc21	2.0	9	6	·	-0.4	10	-6	4	-13
COC(=O)c1ccc(NC(=O)c2cc(S(=O)(=O)N3CCOCC3)cn2C)cc1	0.7	0	-17	-3	-0.2	6	-1	-2	·
COc1ccc(CCC(=O)NNC(=S)NCc2ccc(F)cc2)cc1	0.1	-2	14	-4	1.1	5	1	-2	6
CCOc1ccc(NC(=O)CN2CCN(C(=O)C3CCCO3)CC2)cc1 (configuration not stated)	-0.8	1	-6	6	0.1	1	3	-2	-1
CCOC(=O)C1CCN(C(=O)c2ccc(-n3ccc4ccccc43)s2)CC1	-0.2	8	-15	-5	0.2	3	6	-5	·
O=C(NC1CCCC1)C(NS(=O)(=O)c1cccc2nsnc12)c1ccccc1 (configuration not stated)	0.1	-7	-18	0	0.4	1	-10	-6	-4
COc1cc2ccccc2cc1C(=O)Nc1ccccc1Cl	1.0	-22	3	-4	1.1	3	5	-5	-14
Cc1ccccc1-n1c(SCC(=O)Nc2ccc(Cl)cc2F)nnc1-c1cc2occc2n1C	-0.8	-2	-4	2	0.6	1	2	4	·
COc1ccccc1NC(=O)Nc1ccccc1SC	-0.5	14	6	-5	-0.1	2	-2	0	-6
CCc1c(C(C)=O)oc2ccc3c(C)cc(=O)oc3c12	1.5	-7	6	-5	-0.6	1	-6	-5	-18
Cc1ccccc1NC(=O)CSc1ccncc1	-2.0	-8	-17	-5	-0.9	9	0	4	-11
COc1ccc2c(c1)[C@H]1[C@H](CO2)[C@H](c2ccccc2)[C@]2(C)C(=O)Nc3cc(Cl)ccc3C(=O)N12	0.6	·	-5	-7	0.2	7	-2	-5	14
O=C(NC1(Cc2ccccc2)CCN(CCCc2ccccc2)C1=O)c1ccccc1 (configuration not stated)	0.8	·	10	1	-0.4	2	16	1	3
O=C(O)c1ccc(N2CCCCCC2)c(N2C(=O)c3ccccc3C2=O)c1	-0.9	-8	-27	-4	0.4	0	1	2	15
CCCSc1nnc2c(n1)OC(c1cccn1C)N(C(C)=O)c1ccccc1-2 (configuration not stated)	0.5	0	3	-11	-0.2	-1	9	-1	1
O=C(Nc1ccc(N2CCCC2)cc1)c1ccccc1F	0.8	-12	-7	-2	0.2	-1	-3	6	-9
COc1ccc(/C=C/C(=O)OCC(=O)Nc2cc3oc4ccccc4c3cc2OC)cc1	1.7	·	·	-6	0.9	1	-13	2	-2
CCS(=O)(=O)N1CCC(C(=O)NCc2cccs2)CC1	2.0	-13	11	7	0.1	5	2	2	-12
O=c1nc2scc(-c3ccccc3)n2c2ccccc12	-0.7	4	-10	3	-0.2	0	-8	-1	-50
COc1ccc(C2CC(=O)N(c3ccccc3)C3=C2C(=O)CCC3)cc1 (configuration not stated)	-2.1	3	8	-3	-0.2	1	13	14	19
Cc1ccccc1S(=O)(=O)Cc1ccc(C(=O)NCCCN(C)Cc2ccccc2)o1	0.0	-17	-18	-11	-0.1	1	15	-2	12
Cc1oc(-c2cccc(Cl)c2)nc1CN1CCCC(C(=O)NCCCN2CCOCC2)C1 (configuration not stated)	0.1	-4	-4	0	0.5	4	-6	-1	-11
COC(=O)c1sccc1NC(=O)Cn1cnc2c1c(=O)n(C)c(=O)n2C	1.8	-8	-9	-5	0.0	7	-1	3	8
COc1ccc(C2=NS(=O)(=O)N(C)C(C(=O)Nc3ccc(F)cc3F)=C2)cc1	0.1	-5	-29	-9	0.2	16	-20	-3	25

One compound at a time (already shown). Order of screens: D2 ag | RXFP1 antagonist | D1 antag | D1 potentiator | TRHR agonist | D1 ag | D2 PAM | TRHR PAM | D2 antagonist
CCOc1ccc(NC(=O)CN2CCN(C(=O)C3CCCO3)CC2)cc1 (configuration not stated) is listed with -0.8 | 1 | -6 | 6 | 0.1 | 1 | 3 | -2 | -1
Cc1ccccc1S(=O)(=O)Cc1ccc(C(=O)NCCCN(C)Cc2ccccc2)o1 is listed with 0.0 | -17 | -18 | -11 | -0.1 | 1 | 15 | -2 | 12
CCCSc1nnc2c(n1)OC(c1cccn1C)N(C(C)=O)c1ccccc1-2 (configuration not stated) is listed with 0.5 | 0 | 3 | -11 | -0.2 | -1 | 9 | -1 | 1

Three entries out of the list, arranged by formula weight, ascending:
SMILES	D2 ag	RXFP1 antagonist	D1 antag	D1 potentiator	TRHR agonist	D1 ag	D2 PAM	TRHR PAM	D2 antagonist
COC(=O)c1sccc1NC(=O)Cn1cnc2c1c(=O)n(C)c(=O)n2C	1.8	-8	-9	-5	0.0	7	-1	3	8
COc1ccc(/C=C/C(=O)OCC(=O)Nc2cc3oc4ccccc4c3cc2OC)cc1	1.7	·	·	-6	0.9	1	-13	2	-2
Cc1ccccc1S(=O)(=O)Cc1ccc(C(=O)NCCCN(C)Cc2ccccc2)o1	0.0	-17	-18	-11	-0.1	1	15	-2	12

(cont.)
SMILES	D2 ag	RXFP1 antagonist	D1 antag	D1 potentiator	TRHR agonist	D1 ag	D2 PAM	TRHR PAM	D2 antagonist
CSc1cccc(NC(=O)CN(C)S(=O)(=O)c2ccc(F)cc2)c1	0.7	4	0	-9	-1.9	0	-10	1	5
Cc1[nH]c(C)c(S(=O)(=O)Nc2ccc(OC(F)(F)F)cc2)c1C(=O)N1CCCCC1	1.2	-4	-2	11	0.3	2	7	7	-7
CCc1nc2ccccc2n1CCCCOc1ccccc1C	0.0	-38	-8	-4	-0.4	9	4	-4	·
C=CCn1c(SCn2nnc3ccccc3c2=O)nnc1C1CCCCC1	0.3	-6	0	12	-0.6	3	1	6	-14
O=C(Nc1ccc(C(F)(F)F)cn1)Nc1cccs1	-0.2	-1	2	-4	-0.1	5	0	-6	-15
COc1ccc(NC(=O)C(NC(C)=O)C(=O)NCc2ccccc2)cc1 (configuration not stated)	0.0	-4	4	-4	1.7	1	7	-3	3
CC(=O)c1ccc(OCc2cc(C(=O)N3CCC(c4ccncc4)CC3)no2)cc1	0.4	10	-21	-9	0.0	18	2	6	21
CC(C)(C)NC(=O)NC(=O)CN1CCC(Cc2ccccc2)CC1	-2.4	2	20	-8	0.4	3	1	-10	-3
Cc1cc2c(cc1S(=O)(=O)NCc1ccccc1Cl)OCC(=O)N2	-0.7	19	-7	-1	0.1	3	4	-7	·
Cc1ccc(NC(=S)N(CCN2CCCCC2)Cc2ccco2)cc1Cl	0.0	-11	-2	2	0.8	2	-25	-3	1
O=C(NCCCN1CCOCC1)c1cc(-c2ccc(F)cc2)nc2ccccc12	·	1	-30	-4	1.0	0	-10	-1	·
NC(=O)C1(N2CCCCC2)CCN(CC(=O)Nc2cc(Cl)ccc2Cl)CC1	0.4	20	-13	-6	0.3	-1	-25	-3	43*
O=C(NCCC(=O)N1CCC2(CC1)NCCc1[nH]cnc12)c1ccc(Br)cc1	0.6	5	0	-1	-0.1	5	0	4	32*
COC(=O)C(C)n1cnc2c(nnn2-c2ccc(F)cc2)c1=O (configuration not stated)	-0.3	10	10	-2	0.7	1	4	2	1
Cc1csc(=O)n1CC(=O)OCC(=O)c1c(N)n(CC(C)C)c(=O)n(C)c1=O	0.4	1	4	1	0.4	2	15	4	1
Cc1ccnc(SCCn2c(N3CCN(c4ccccc4)CC3)nc3c2c(=O)[nH]c(=O)n3C)n1	-0.5	14	-15	-3	-0.4	2	15	1	-28
COCc1nnc(NC(=O)CC(c2ccccc2)c2ccccc2)s1	0.0	0	-7	2	0.5	7	15	0	8
Cc1ccc(Cn2ccn(CC(=O)Nc3ccccc3C(F)(F)F)c(=O)c2=O)cc1	1.3	-9	-21	-6	0.9	7	-10	0	·
CCCCNc1ccc2c3c(cccc13)C(=O)N(CCCC)C2=O	185*	3	-71*	4	286*	700*	-28	-14	81*
CCOC(=O)c1ccc(-c2c(-c3ccccc3OC)sc3cc4c(cc23)OCO4)cc1F	1.8	·	·	1	0.5	4	-2	0	-7
COc1cccc(NC(=O)CSc2nc3ccccc3c(=O)n2CCCC(=O)NCCCN2CCOCC2)c1	-0.1	-1	23	0	-0.1	2	2	-1	-10
COc1ccc2[nH]c(=O)c(CN(Cc3nnnn3CCc3ccccc3)CC3CCCO3)cc2c1 (configuration not stated)	-0.4	-20	2	2	-2.0	4	-5	7	-48
COc1ccc(-c2c[n+](CC(=O)N3c4ccccc4Sc4ccccc43)c3n2CCC3)cc1	-0.4	0	-8	-2	0.3	2	-10	-3	3
COc1c(O)ccc(/C=C(\C#N)c2nc3ccccc3[nH]2)c1[N+](=O)[O-]	0.8	6	13	-4	2.2	2	-27	-2	20
O=c1[nH]c2ccc(S(=O)(=O)Nc3ccc(Cl)cc3)cc2o1	0.0	-10	-5	-3	-0.1	2	-1	-4	-9

Next records.
SMILES	D2 ag	RXFP1 antagonist	D1 antag	D1 potentiator	TRHR agonist	D1 ag	D2 PAM	TRHR PAM	D2 antagonist
COc1cc(/C=N/OCC(=O)Nc2cc(C)cc(C)c2)ccc1OCc1ccc(Cl)cc1	1.4	5	-18	3	2.1	12	2	-3	-13
COc1ccc(OC)c(CNCc2ccc3c(c2)OCO3)c1	0.1	0	-2	-1	0.0	6	-18	-1	13
O=C(Nc1cc(=O)[nH]c2nc(-c3ccc(Cl)cc3)nn12)c1ccccc1	-0.6	-14	-14	-2	0.1	0	-1	0	-6
COCCN(C(=O)CSc1nnc(-c2ccccc2F)o1)c1c(N)n(CC(C)C)c(=O)[nH]c1=O	-0.1	18	-6	-1	0.2	3	10	-3	3
COc1ccc(NC(=O)c2ccc3c(=O)n4nc(Nc5ccccc5C)sc4nc3c2)cc1Cl	0.9	·	-2	0	0.4	1	5	9	·
c1ccc2c(c1)CCN(CCCNc1nc3ccccc3n3cnnc13)C2	0.0	·	-2	-4	0.0	1	-26	-5	70*
CCCCNC(=O)Oc1cccc(N2CCCC2=O)c1	0.2	-14	-18	-6	0.3	2	-18	10	9
C/C(=N\N=C(/N)c1nonc1N)c1ccc2c(c1)OCO2	0.1	1	-10	-5	0.2	5	-10	-6	1
COc1cc(NC(=S)NCCCN2CCOCC2)c(OC)cc1NC(=O)c1ccco1	1.4	1	9	4	0.6	-3	-16	-4	-9
O=C(COc1ccccc1)Nc1nnc(S(=O)(=O)Nc2ccccc2)s1	-0.3&-1.1	-13	-15&15	2&0	-0.3&-0.7	1&2	3&9	8&3	13
Cc1ccc(C)c(N2N=C(C(=O)OCc3nnc(-c4cccs4)o3)CCC2=O)c1	-0.6	-23	-7	-3	0.0	1	-4	5	-2
O=C(CN1C(=O)NC2(CCCC2)C1=O)OCCOc1cccc(Cl)c1	-0.3	0	-1	-1	-0.4	14	-5	-1	-9
COc1ccccc1Nc1ncc2c(n1)CCN(Cc1ccc(C)s1)C2	-3.2	6	-4	0	0.0	-2	-4	4	·
O=C(NC(=S)NCCCN1CCOCC1)c1cccc2ccccc12	·	-4	7	1	-0.3	4	5	-1	·
C=CCNC(=O)CCCc1ccccc1	-0.5	2	20	1	-0.1	0	-2	5	15
